S aureus QS inh = inhibitors of bacterial quorum sensing in S. aureus. 0.3% of 24,000 active. inhibition, % at 2 µM. S. aureus RN6390 RNAIII-GFP reporter, AIP-induced, flow cytometry 3 h;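 active means share of bacteria positive for the green fluorescent reporter and its mean brightness both inhibited by 50% or more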;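 further: 0% = AIP-stimulated control and 100% = unstimulated bacteria without AIP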
S aureus QS inh GFP MFI % = second read-out of S aureus QS inh, no call of its own (marks repeat the call); inhibition, %; measured here: inhibition of GFP MFI
* marks the source's active call; other numbers are inactive results. The list is partial. The share of hits here may be higher or lower than overall.

SMILES | S aureus QS inh | S aureus QS inh GFP MFI %
CCN(c1c(C)n(C)n(-c2ccccc2)c1=O)S(C)(=O)=O | 0 | 3
CCOC(=O)c1cccc(NC(=O)C2CCN(S(=O)(=O)c3cccs3)CC2)c1 | -1 | -2
CCOc1ccccc1C1CC(c2ccccc2)Nc2nc(N)nn21 (stereo not drawn) | -3 | -28
Cc1ccc(-c2nc(CSCC(=O)NCc3cccnc3)c(C)o2)cc1 | 6 | 8
COCCNC(=O)c1cc2c(-c3ccc(Cl)cc3)nn(C)c2s1 | -3 | -22
CCOC(=O)c1c(C)c(C(=O)Nc2ccc3c(c2)OCO3)c(C)n1C | 7 | 17
CCc1ccc(S(=O)(=O)c2n[nH]n3c2nc(=O)c2ccccc23)cc1 | 42 | 83
CNC(=O)c1nnc(Cc2ccc(F)cc2)o1 | -5 | -23
O=C(c1cc2c(s1)-c1ccccc1OC2)N1CCN(c2ccccn2)CC1 | 19 | 30
O=C(CCS(=O)(=O)c1cccc2nonc12)NCCc1ccccc1 | -2 | -3
O=C(CSc1nnc(-c2ccco2)n1-c1ccccc1)N1CCN(C(=O)c2ccco2)CC1 | -1 | -22
CCN1C(=O)c2ccccc2Sc2ccc(C(=O)NCCN3CCOCC3)cc21 | -1 | -2
O=C(NCc1ccco1)c1csc2c1CCCCC2 | -2 | 0
Cc1ccc(-n2ncc(C(=O)N3CCc4ccccc4C3)c2NC(=O)c2ccco2)cc1C | 5 | 15
O=C(CN1CCN(CCOCCO)CC1)N1c2ccccc2Sc2ccc(Cl)cc21 | -2 | 2
CC1(C)CC(=O)C(C=NCCc2ccc(S(N)(=O)=O)cc2)=C(O)C1 | 2 | 9
O=C(CSc1nnc2c(n1)[nH]c1ccccc12)Nc1ccc2c(c1)OCO2 | 0 | -9
COc1ccc(C2c3sc(=O)[nH]c3SC3C(=O)N(c4ccccc4)C(=O)C32)cc1 (stereo not drawn) | -6 | -11
Cc1nc2sc(C(c3ccco3)N3CCc4ccccc4C3)c(O)n2n1 (stereo not drawn) | 0 | 6
COc1ccc(-n2nnc3c(SCc4ccccc4)ncnc32)cc1 | -2 | -8
NC1=NC(c2ccc(Cl)cc2)n2c(nc3ccccc32)N1 (stereo not drawn) | 4 | 10
CCC(Sc1ccc2nnc(-c3ccc(OC)c(OC)c3)n2n1)C(=O)O (stereo not drawn) | 4 | 17
CCC1Oc2ccccc2N(CC(=O)NCCCN2CCN(Cc3ccccc3)CC2)C1=O (stereo not drawn) | -1 | -16
CN(C)CCC(c1ccc(Br)cc1)c1ccccn1 (stereo not drawn) | -4 | -16
COc1ccc(S(=O)(=O)N2CCSC2c2ccccc2)cc1 (stereo not drawn) | -1 | -2
CCN(CC)CCn1c(=S)[nH]c2cc(Cl)ccc2c1=O | -4 | -1
O=C(Nc1ccc2oc(-c3ccccc3Cl)nc2c1)c1cncc(Br)c1 | 1 | -7
COc1cc(N2C(=O)NC3CC2(C)Oc2ccccc23)cc(OC)c1OC (stereo not drawn) | 2 | 36
CCN1CCN(c2cc3c(cc2F)c(=O)c(C(=O)O)cn3C2CC2)CC1 | -14 | -31
O=C(COc1ccc(Cl)cc1)NCc1nnc(SCC(=O)N2CCCc3ccccc32)o1 | 4 | 18

Continued, starting with the last 3 of the part before.
SMILES | S aureus QS inh | S aureus QS inh GFP MFI %
COc1cc(N2C(=O)NC3CC2(C)Oc2ccccc23)cc(OC)c1OC (stereo not drawn) | 2 | 36
CCN1CCN(c2cc3c(cc2F)c(=O)c(C(=O)O)cn3C2CC2)CC1 | -14 | -31
O=C(COc1ccc(Cl)cc1)NCc1nnc(SCC(=O)N2CCCc3ccccc32)o1 | 4 | 18
CCc1nc(C)c(-c2ccccc2)c(=O)[nH]1 | 0 | 3
Cn1c(=O)oc2cc(S(=O)(=O)NCCN3CCCCCC3)ccc21 | 4 | 4
Cc1nc2ccccc2nc1OCC(=O)Nc1cc(C(F)(F)F)ccc1N1CCOCC1 | 1 | 7
COc1cc2[nH]c(=O)n(Cc3ccc(C(=O)NCC4CCCO4)cc3)c(=O)c2cc1OC (stereo not drawn) | -2 | -24
O=c1[nH]c2ccsc2c(=O)n1-c1ccc(F)cc1 | -4 | -48
Cc1ccc(S(=O)(=O)C2(C(=O)N(C)C3CCCCC3)CC2)cc1 | 0 | -6
CCC(=O)Oc1c(S(=O)(=O)c2ccc(C)cc2)c(C)nn1C(C)(C)C | -16 | -19
CCCSc1n[nH]c(NC(C)=O)n1 | 0 | -10
Cn1c(SCC(=O)c2ccc(-c3ccccc3)cc2)nnc1-c1ccco1 | 0 | -4
CCCC1C(C#N)=C(N)Oc2n[nH]c(C(C)(C)C)c21 (stereo not drawn) | 0 | -13
COc1ccccc1CNS(=O)(=O)c1c(C)noc1C | 2 | 6
O=C1c2cccc3c(Cl)ccc(c23)C(=O)N1O | -8 | -10
CC1CCN(C(=O)c2ccc(C(=O)N3CCC(C)CC3)cc2)CC1 | 1 | 2
Cc1ccc(C(=O)N(CN2CCCC2=O)c2ccc(F)cc2)cc1 | -2 | -3
COc1ccc(OC)c(NC(=O)C2CCN(c3cc(-c4ccccc4)nc4ncnn34)CC2)c1 | 2 | 9

3 compounds from above, ordered by their value in S aureus QS inh, rising:
SMILES | S aureus QS inh | S aureus QS inh GFP MFI %
Cc1ccc(C(=O)N(CN2CCCC2=O)c2ccc(F)cc2)cc1 | -2 | -3
Cc1ccc(S(=O)(=O)C2(C(=O)N(C)C3CCCCC3)CC2)cc1 | 0 | -6
CC1CCN(C(=O)c2ccc(C(=O)N3CCC(C)CC3)cc2)CC1 | 1 | 2

(cont.)
SMILES | S aureus QS inh | S aureus QS inh GFP MFI %
COc1ccc2cc(C(=O)Nc3c(C)n(C)n(-c4ccccc4)c3=O)sc(=O)c2c1OC | -3 | -6
Cc1oc(-c2ccccc2F)nc1CS(=O)(=O)CC(=O)NC1CCCC1 | -5 | -16
Brc1ccc(-c2noc(CCc3ccccc3)n2)o1 | 0 | 48
CCOc1ccc(NC(=O)CN2CCN(CC(=O)c3ccc(OCC)cc3)CC2)cc1 | 1 | 11
CCCCn1c(SCC(=O)NCc2ccco2)nc2ccc(N3CCOCC3)cc2c1=O | -4 | -10
Cn1nc(-c2ccc(Cl)cc2)c2cc(C(=O)N3CCN(c4ccccn4)CC3)sc21 | 4 | 16
CC(=O)c1cccc(NS(=O)(=O)c2ccc3c(c2)oc(=O)n3C)c1 | -1 | 5
Cc1onc(-c2ccccc2Cl)c1C(=O)Nc1ccc(S(=O)(=O)N2CCCC2)cc1 | 0 | 3
CCN(CC)C(=O)CSC1=C(C#N)C(c2ccco2)C(C(=O)OCCOC)=C(C)N1 (stereo not drawn) | 0 | 21
CCOC(=O)CCCn1nc(C)n2c(cc3sccc32)c1=O | 3 | 2
COC(=O)c1[nH]c2c(c1C)C(=O)CC(c1ccc(C)cc1)C2 (stereo not drawn) | 3 | 9
O=C(O)COc1c(F)c(F)c(C(F)(F)F)c(F)c1F | -1 | -14
CC(=O)NC(Cc1ccc(F)cc1)C(=O)O (stereo not drawn) | -5 | -8
COc1ccc(Cn2nnc3c(=O)[nH]c(C4CCCN(C(=O)c5ccccc5)C4)nc32)cc1 (stereo not drawn) | -1 | -3
COc1cc(-c2nc3n(n2)C(c2ccc(F)cc2)C2=C(CCCC2=O)N3)cc(OC)c1OC (stereo not drawn) | -5 | -8

Pulled by compound from the entries so far (five):
SMILES | S aureus QS inh | S aureus QS inh GFP MFI %
Cc1onc(-c2ccccc2Cl)c1C(=O)Nc1ccc(S(=O)(=O)N2CCCC2)cc1 | 0 | 3
COc1ccc(Cn2nnc3c(=O)[nH]c(C4CCCN(C(=O)c5ccccc5)C4)nc32)cc1 (stereo not drawn) | -1 | -3
CCCCn1c(SCC(=O)NCc2ccco2)nc2ccc(N3CCOCC3)cc2c1=O | -4 | -10
COc1ccc2cc(C(=O)Nc3c(C)n(C)n(-c4ccccc4)c3=O)sc(=O)c2c1OC | -3 | -6
CCN(CC)C(=O)CSC1=C(C#N)C(c2ccco2)C(C(=O)OCCOC)=C(C)N1 (stereo not drawn) | 0 | 21

Other results:
SMILES | S aureus QS inh | S aureus QS inh GFP MFI %
Nc1cc(=O)[nH]c(SCC(=O)Nc2ccc(Br)cc2)n1 | 0 | -8
Cc1ccc(C)c(N2CCN(Cc3nnnn3C3CCCCC3)CC2)c1 | 2 | 11
CCc1ccc(NC(=O)c2cc(-c3ccc(OC)cc3)on2)cc1 | -3 | -24
Cc1cc(C)nc(SCC(=O)Nc2ccc(S(=O)(=O)Nc3onc(C)c3C)cc2)n1 | 1 | -3
O=C1c2ccccc2C(Nc2ccc(Cl)cn2)N1c1ccccn1 (stereo not drawn) | 15 | 9
COc1ccc(N2CCN(Cc3nc4c(c(=O)n(C)c(=O)n4C)n3Cc3ccccc3C)CC2)cc1 | 1 | 17
CCc1ccc(NC(=O)C2CC(=O)N=C(N)S2)cc1 (stereo not drawn) | -2 | -20
COCCN1Cc2cccc(C(=O)Nc3ccc(C)c(C)c3)c2C1=O | -8 | -23
COc1ccc(C(CC(=O)O)NC(=O)c2ccccc2)cc1OC (stereo not drawn) | 0 | 0
COc1ccc(-c2ccc(Nc3ccc(S(=O)(=O)N4CCCC4)cc3)nn2)cc1OC | 0 | -15
CCOc1ccccc1C(=O)NCCC(=O)O | 0 | 20
COc1ccc(N2CC(C(=O)Nc3ccc(F)cc3F)CC2=O)cc1 (stereo not drawn) | 0 | 6
COC(=O)[C@H](C)NC(=O)Nc1cccc(C(F)(F)F)c1 | -1 | 0
CCOC(=O)c1sc2nc3n(c(=O)c2c1C)CCC(C)CC3 (stereo not drawn) | 26 | 53
CCOC(=O)N1CCC(N2CC34C=CC(O3)C(C(=O)Nc3ccc(OCC)cc3)C4C2=O)CC1 (stereo not drawn) | 2 | 8
COc1ccc(NC2c3ccccc3C(=O)N2c2cccnc2)cc1Cl (stereo not drawn) | -3 | -8
Cc1cc(=O)n2nc(N3CCCC(C(=O)NCc4ccco4)C3)sc2n1 (stereo not drawn) | 1 | 37
Nc1nc2n(n1)C(c1ccccc1Cl)CC(c1ccc(F)cc1)N2 (stereo not drawn) | 4 | 11
CCOc1ccc(C2c3c(oc4ccccc4c3=O)C(=O)N2CCCN2CCOCC2)cc1OCC (stereo not drawn) | 0 | 3
CC1CC(C)CN(CCCNC(=O)c2ccc3c(c2)NC(=O)C(N2CCCCC2)S3)C1 (stereo not drawn) | -1 | -4
COC(=O)CN(Cc1ccco1)S(=O)(=O)c1ccccc1 | 0 | 4
O=C(Nc1nc2ccccc2s1)C1CC(=O)N(c2ccc(Cl)cc2)C1 (stereo not drawn) | -5 | -5
COc1cc(C(=O)NCc2nnc(SCC(=O)N3CCc4ccccc43)o2)cc(OC)c1OC | -2 | -5
CSc1nsc(SC)c1NC(=O)Nc1ccccn1 | 1 | 29
Cc1cn(C2CC3OCC3O2)c(=O)[nH]c1=O (stereo not drawn) | 0 | -9
CC(C)CCNC(=O)Cn1cc2c(n1)CCCCC2 | -5 | -9
CCc1c(C(=O)N2CCOCC2)csc1C | 0 | -15
CC1=CC(=C2C(=O)c3ccccc3C2=O)C=C(C)N1Cc1ccco1 | 1 | 12
COc1c(F)c(F)c(C(=O)O)c(Nc2ccc(C)cc2)c1F | -1 | -5
COC(=O)c1ccc(CSc2nc3c(cnn3-c3ccc(Cl)cc3)c(=O)[nH]2)o1 | 71* | 73*

One compound at a time, from the list above. Screens in order: S aureus QS inh	S aureus QS inh GFP MFI %
Record of Cc1cc(=O)n2nc(N3CCCC(C(=O)NCc4ccco4)C3)sc2n1 (stereo not drawn) = 1	37
Record of Cc1cn(C2CC3OCC3O2)c(=O)[nH]c1=O (stereo not drawn) = 0	-9
Record of COc1ccc(NC2c3ccccc3C(=O)N2c2cccnc2)cc1Cl (stereo not drawn) = -3	-8
Record of O=C(Nc1nc2ccccc2s1)C1CC(=O)N(c2ccc(Cl)cc2)C1 (stereo not drawn) = -5	-5
Record of CCOc1ccc(C2c3c(oc4ccccc4c3=O)C(=O)N2CCCN2CCOCC2)cc1OCC (stereo not drawn) = 0	3

Remaining list, next part
SMILES | S aureus QS inh | S aureus QS inh GFP MFI %
CC(C)(C)c1ccc(-c2nnc3sc(-c4ccccn4)nn23)cc1 | 18 | 27
O=C(CSc1nc2ccccc2c(=O)[nH]1)N1CCCCC1 | -4 | -21
CCc1c(C)nc2c(C#N)c[nH]n2c1=O | -4 | -4
Cc1cccc(CC2CC(=O)N(c3ccccc3)C2=O)c1 (stereo not drawn) | 0 | 41
O=C(c1ccc(Cl)cc1)C1CCN(C(=O)NC2CCCCC2)CC1 | -1 | -3
c1coc(-c2nnc(-c3cccs3)o2)c1 | 0 | 14
Cn1c(=O)c2c(nc(OCc3ccccc3)n2C)n(C)c1=O | -20 | -27
CCOc1ccc(CCNC(=O)C2CCCN(C(=O)N(C)C)C2)cc1OCC (stereo not drawn) | 1 | 0
CCOC(=O)N1CCN(c2c(-c3ccc(C)cc3)c(=O)c2=O)CC1 | -4 | -3
O=S1(=O)CC(NCc2ccccc2)C(Nc2ccc(Cl)cc2)C1 (stereo not drawn) | -7 | -46
CCOc1ccc(NC(=O)CCNS(=O)(=O)c2ccc3c(c2)c(=O)n(C)c(=O)n3C)cc1 | 0 | 16
Cc1cccc(NC(=O)CN(C)S(=O)(=O)c2ccccc2)n1 | 1 | -12
COc1ccc(S(=O)(=O)N2CCCCC2C(=O)O)cc1OC (stereo not drawn) | 0 | 8
O=C(CCSc1nc(-c2ccco2)cc(C(F)(F)F)n1)NCCc1ccccc1 | 0 | -10
CC(=O)N1CCc2cc(S(=O)(=O)NC(C(=O)Nc3nc(C)cs3)C(C)C)ccc21 (stereo not drawn) | -3 | -18
COc1ccc(CNC(=O)CN(C(=O)c2ccc(CN3CCOCC3)o2)C2CCCC2)cc1 | 0 | 0
O=C(Nc1cccc2ccccc12)c1ccc(Br)o1 | 1 | 2
O=S(=O)(Nc1cccc(C(F)(F)F)c1)c1cccnc1 | 4 | 11
